Screening data (PubChem BioAssay)
rTrxR1 inhibitor = blocks rat thioredoxin reductase 1; O89049; recombinant rTrxR1, NADPH fluorescence consumption, selenite substrate; Potency, µM (series often up to 114 µM), without a hit: top-dose activity change, negative = inhibition, usual class: inhibitors; hit rate 1% among 390,000; further: potency means the concentration at half of the fitted maximal effect; on the % scale 0 is the no-effect control and ±100 the full control effect; nearly all actives have a fitted effect of over 65% in size
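Rat TrxR1 (90 nM in the dispensed reagent) was pre-reduced with 400 uM NADPH for 5 min at room temperature, then incubated with compound for 15 min. After 400 uM selenite was added, NADPH fluorescence (Ex 340/Em 450 nm) was followed for 8 min.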
Pin1 inhibitor = human Pin1 inhibition. Q13526. Pin1 FP peptide displacement, HiFluor488, 10 min. Potency, µM (titrated, usually from 115 µM), inactives show at the top dose activity, negative = inhibition, usual class: inhibitors. hit rate 0.009% among 390,000. AID 504891; active means well fitted inhibition curve with a large enough effect in the polarisation, with a control signal flat, not every such curve was filed as active; inconclusive means small, poorly fitted or top-dose-only effect, or effect the other way, or a change in a side signal; inactive means no such curve, though single readings can be large or run the other way; the % refers to the polarisation; further: potency means the concentration at half of the fitted maximal effect; on the % scale 0 is the no-effect control and ±100 the full control effect
Target sequence (Q13526 whole entry, looked up): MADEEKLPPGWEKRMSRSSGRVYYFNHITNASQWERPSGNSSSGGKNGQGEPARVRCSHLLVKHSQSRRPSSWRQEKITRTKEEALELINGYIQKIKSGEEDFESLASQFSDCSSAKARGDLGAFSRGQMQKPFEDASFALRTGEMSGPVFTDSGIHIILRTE
TRHR agonist = TRH receptor (human) agonism; P34981; activation, % at 2 µM; AID 493084; hit rate 0.18% among 360,000; TRHR cells, calcium flux fluo-8, FDSS agonist mode; in the data active means activation above about 30%; further: 0% is about no effect
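TRHR-expressing cells loaded with fluo-8 calcium dye; 23 nL library compound pin-transferred, kinetic FDSS fluorescence (Ex 480/Em 530) recorded about 180 s for agonist-induced calcium release, before a 10 nM TRH EC20 addition for potentiator mode.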
TrxR1 substrate = substrates of rat thioredoxin reductase 1; hit rate 0.01% among 390,000; AID 588456; Potency, µM (doses to about 114 µM), without a hit: at the highest dose activity change, negative = substrate turnover; purified TrxR1 substrate turnover, NADPH consumption readout; O89049; further: potency means the concentration at half of the fitted maximal effect; on the % scale 0 is the no-effect control and ±100 the full control effect; nearly all actives have a fitted effect of over 50% in size
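Rat TrxR1, dispensed at 90 nM, was prereduced with 400 uM NADPH (final) for 5 min at ~22 deg C, then incubated with compound 15 min before 400 uM selenite. A first-read NADPH fluorescence drop versus no-compound background flagged substrates.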
TRHR PAM = allosteric enhancers of human TRH receptor | P34981 | TRHR cells, fluo-8 calcium fluorescence, EC20 TRH enhancement | enhancement, % at 2 µM | hit rate 0.66% among 360,000 | AID 493056; in the data active means enhancement above about 30%; further: 0% is about no effect
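TRHR-expressing cells loaded with fluo-8 calcium dye were read kinetically (ex 480/em 530) during compound addition, then stimulated with an EC20 of TRH (10 nM final). Enhancement of the Gq-mediated intracellular calcium response was scored.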
USP1 inh = inhibitors of human USP1/UAF1 deubiquitinase. O94782. recombinant USP1/UAF1, Ub-Rhodamine cleavage fluorescence. Potency, µM (series often up to 57.1 µM), for the others: top-dose activity change, negative = inhibition, most hits filed as inhibitors. hit rate 0.23% among 390,000; further: potency means the concentration at half of the fitted maximal effect; on the % scale 0 is the no-effect control and ±100 the full control effect; nearly all actives have a fitted effect of over 60% in size; inactives centre near -12
Target sequence (O94782 whole entry, looked up): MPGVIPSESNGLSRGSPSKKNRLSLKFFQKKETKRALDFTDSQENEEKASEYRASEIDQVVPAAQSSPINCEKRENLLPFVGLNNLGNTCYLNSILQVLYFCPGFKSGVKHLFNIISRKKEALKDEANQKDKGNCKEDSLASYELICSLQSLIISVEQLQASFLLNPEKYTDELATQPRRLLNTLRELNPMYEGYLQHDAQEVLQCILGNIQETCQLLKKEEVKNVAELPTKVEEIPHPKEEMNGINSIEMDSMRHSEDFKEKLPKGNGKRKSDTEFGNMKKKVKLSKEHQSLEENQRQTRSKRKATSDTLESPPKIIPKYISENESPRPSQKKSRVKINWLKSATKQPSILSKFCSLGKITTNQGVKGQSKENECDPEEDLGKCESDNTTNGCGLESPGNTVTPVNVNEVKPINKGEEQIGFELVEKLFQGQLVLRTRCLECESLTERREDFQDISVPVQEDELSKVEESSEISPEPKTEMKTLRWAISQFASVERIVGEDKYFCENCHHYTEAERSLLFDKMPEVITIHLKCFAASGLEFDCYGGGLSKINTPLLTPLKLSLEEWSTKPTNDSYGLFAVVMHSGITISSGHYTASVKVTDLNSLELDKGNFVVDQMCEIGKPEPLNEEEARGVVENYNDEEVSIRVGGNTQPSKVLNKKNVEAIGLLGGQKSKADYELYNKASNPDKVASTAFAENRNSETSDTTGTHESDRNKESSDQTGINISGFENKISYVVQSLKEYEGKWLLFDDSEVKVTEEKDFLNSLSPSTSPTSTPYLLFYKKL
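USP1/UAF1 complex (1 nM) preincubated 15 min at room temperature with compound, then Ub-Rho substrate (150 nM final) added. Kinetic fluorescence at 480/540 nm over 6 reads at 60 s intervals; 50 mM HEPES pH 7.8, 0.5 mM EDTA, 0.1 mg/ml BSA, 1 mM TCEP, 0.01% Tween-20.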
D2 ag = D2 dopamine receptor (human) agonism; P14416; AID 485358; activation, % at 2 µM; hit rate 0.53% among 340,000; HEK293 T-REx D2 cells, calcium flux agonist mode;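 active means activation over 3 SD above normal in the single-dose calcium agonist read, cut at about 30% in these data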; further: 0% is about no effect
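In this primary screen, compounds producing a positive calcium signal within 180 s of addition to tetracycline-induced, force-coupled HEK293 Trex D2 cells are flagged; cells are dye-loaded with a no-wash calcium kit beforehand.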
mIDH1 inhibitor = blocks human mutant IDH1 R132H enzyme. O75874. IDH1-R132H enzyme, NADPH consumption, diaphorase/resazurin fluorescence. Potency, µM (doses to about 76.6 µM), inactives show at the highest dose activity change, negative = inhibition, actives largely listed as inhibitors. hit rate 0.093% among 390,000; further: potency means the concentration at half of the fitted maximal effect; on the % scale 0 is the no-effect control and ±100 the full control effect; nearly all actives have a fitted effect of over 65% in size
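IDH1-R132H (0.5 ug/mL) preincubated 30 min with compound, then NADPH (0.016 mM) and alpha-KG (2 mM) added; 80 min at RT, pH 7.5. Remaining NADPH coupled via diaphorase/resazurin to fluorescence (540/590 nm); concentration-response curves normalized to no-enzyme control.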
D2 antag = D2 dopamine receptor (human) antagonism | P14416 | AID 485344 | hit rate 2% among 340,000 | inhibition, % at 10 µM | HEK293 TREx D2 cells, calcium flux, dopamine EC80; in the data active means inhibition above about 30%; further: 0% is about no effect
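Antagonism is scored as inhibition of an EC80 dopamine-evoked calcium signal in a force-coupled, tetracycline-inducible HEK293 T-REx D2 line, with compound present 180 s before agonist.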
Starred values were filed as active, the others as inactive; ? = inconclusive; / = not tested or not shown; & = joins results of further samples; [ ] = another dose, or the depositor's remark. Unless noted, the call rests on the fitted dose curve; in most records, active means well fitted inhibition curve with a large enough effect; inconclusive means small, poorly fitted or top-dose-only effect; inactive means no such curve, though single readings can be large or run the other way. These rows are one share of the data. The share of hits here may be higher or lower than overall.

SMILES | rTrxR1 inhibitor | Pin1 inhibitor | TRHR agonist | TrxR1 substrate | TRHR PAM | USP1 inh | D2 ag | mIDH1 inhibitor | D2 antag
CCOc1ccc(NC(=O)CC2C(=O)N(c3cccc(C)c3)C(=O)N2Cc2ccco2)cc1 (configuration not stated) | -6% | -3% | -0.4 | -5% | -3 | -5% | -0.3 | 12% | /
COC(=O)c1ccc(CSc2nc(C)nc3sc(C)c(C)c23)o1 | -18% | -3% | 0.2 | 4% | 20 | -15% | 0.4 | 1% | 1
COc1cc(-c2n[nH]c(=S)n2-c2cc(C(F)(F)F)ccc2Cl)cc(OC)c1OC | ? | 28% | -0.4 | -7% | -2 | -17% | -0.5 | 1% | -5
O=C(COC(=O)C1C2CC3OC(=O)C1C3C2)Nc1cccc(Cl)c1 (configuration not stated) | -7% | 9% | 0.4 | -9% | -9 | -20% | 0.4 | 0% | 7
C(=N\N1CCN(Cc2ccccc2)CC1)/c1cccs1 | 7%[57.1 µM] | ? | -0.4 | -1%[57.1 µM] | 7 | -14% | -0.2 | -5% | -5
Cc1ccc(COC(=O)CN2C(=O)NC3(CCCC3)C2=O)cc1 | 28% | 1% | 0.6 | 7% | 4 | -22% | -1.0 | 1% | -2
CCOc1ccccc1C(=O)OCC(=O)Nc1cc(S(=O)(=O)N2CCOCC2)ccc1C | -8% | -6% | -0.5 | -7% | -7 | -25% | -0.4 | 6% | 4
COc1cccc(OC)c1C(=O)NCCSC1CCCCC1 | 20% | -9% | -0.5 | 6% | -6 | -20% | -1.6 | 1% | 41*
N#Cc1ccc(OCC(=O)NC2CCCCCC2)cc1 | 12% | -5% | / | 0% | / | -15% | / | -8% | /
CCCNC(=O)Nc1cc(C)on1 | 3% | -1% | 0.0 | 0% | -3 | 4% | -0.1 | -1% | -11
COc1ccccc1C(=O)O/N=C(\N)c1ccccn1 | 4% | 1% | -0.8 | -1% | 5 | -22% | -1.9 | 0% | 0
COc1cc2c(cc1OC)CN(C(=O)/C=C/c1ccc([N+](=O)[O-])cc1)CC2 | 13% | -2% | -0.6 | -6% | -3 | -15% | -2.0 | 5% | 2
COC(=O)C1=C(C)N(C)C(=O)NC1c1cc2c(cc1[N+](=O)[O-])OCO2 (configuration not stated) | 10%[57.1 µM] | ? | 1.0 | 8% | -2 | -19% | 0.4 | 10% | -9
OCC1(CCCc2ccccc2)CCN(C2CCC2)CC1 | -5% | 3% | 0.3 | -5% | -7 | 2% | / | -7% | /
CC(C)CC(C(=O)O)N1C(=O)C2C3C=CC(C2C1=O)C1C(=O)N(C(CC(C)C)C(=O)O)C(=O)C31 (configuration not stated) | 26% | -7% | 0.8 | 2% | 4 | -10% | 0.4 | 9% | 2
C#CCOCCOCCOCCNc1nc(N2CCOCC2)nc(N2CCN(C(=O)CCCCCCCCCCNC(=O)[C@H]([C@@H](C)CC)n3cc(CCCCN=C(N)N)nn3)CC2)n1 | 4%[57.1 µM] | 2% | -0.3 | -8%[57.1 µM] | -6 | ? | -0.7 | -1% | 5
Cn1c(N2CCOCC2)c(/C=N/OC(=O)c2ccc(F)cc2)c2ccccc21 | 19% | 0% | 0.3 | 5% | 3 | -13% | 0.2 | 1% | -5
CC(C)CN1CCN(Cc2ccc(CN3CCCCC3)s2)CC1CCO (configuration not stated) | -19% | 1% | 1.0 | -7% | 10 | -14% | -1.4 | -3% | 26
COC(=O)COc1ccc(NC(=O)Cn2nc(-c3ccccc3)c3ccccc3c2=O)cc1 | 20% | -2% | -0.4 | 7% | 2 | ? | 0.0 | 8% | -3
CC1CCN(S(=O)(=O)c2ccc3c(c2)N(CC(=O)NCCCN(Cc2ccccc2)C(C)C)C(=O)CO3)CC1 | 14% | -10% | -0.4 | -2% | 2 | -6% | -0.6 | 0% | 1
CCCOc1ccc(C(=O)Nc2cccc(NC(=O)c3cccc(Cl)c3)c2)cc1 | 1% | 27% | 0.0 | 2% | -1 | -11% | / | -9% | /
CC(=O)N1CCCc2cc(S(=O)(=O)N3CCCC(C(=O)N4CCN(c5ccccc5)CC4)C3)ccc21 (configuration not stated) | 20% | 0%&-1% | -0.1&0.0 | 1% | 9&-3 | -22%&-16% | 0.0&1.5 | -1%&-1% | -11
COc1ccc(-c2nnc(SCC(=O)NCc3ccccc3)nc2-c2ccc(OC)c(OC)c2)cc1OC | 1%[57.1 µM] | 15% | -0.8 | -6%[57.1 µM] | -7 | -6% | -0.1 | 2% | /
Cc1cc(C)cc(NC(=O)CCC(=O)Nc2nnc(C(C)C)s2)c1 | -12% | -9% | -0.3 | -16% | 7 | -2% | 0.1 | -13% | 33*
CCOC(=O)c1c(-c2ccccc2)csc1NC(=O)c1nc(SCC)ncc1Cl | 4% | 0% | 0.7 | -9% | -1 | -29% | 2.4 | 1% | /

Full records as entered above. Order of screens: rTrxR1 inhibitor | Pin1 inhibitor | TRHR agonist | TrxR1 substrate | TRHR PAM | USP1 inh | D2 ag | mIDH1 inhibitor | D2 antag
Record of COc1ccccc1C(=O)O/N=C(\N)c1ccccn1 = 4% | 1% | -0.8 | -1% | 5 | -22% | -1.9 | 0% | 0
Record of OCC1(CCCc2ccccc2)CCN(C2CCC2)CC1 = -5% | 3% | 0.3 | -5% | -7 | 2% | / | -7% | /

Remaining list, next part:
SMILES | rTrxR1 inhibitor | Pin1 inhibitor | TRHR agonist | TrxR1 substrate | TRHR PAM | USP1 inh | D2 ag | mIDH1 inhibitor | D2 antag
CCOC(=O)C1CCN(S(=O)(=O)c2cc(-c3cc(C)no3)ccc2C)CC1 | 18%[57.1 µM] | -7% | -0.4 | 5%[57.1 µM] | 0 | -11% | / | 9% | /
Cc1c(NC(=O)CSc2ncnc3c2cnn3-c2ccccc2)c(=O)n(-c2ccccc2)n1C | -7% | -1% | -0.8 | -2% | -11 | -13% | -0.2 | 8% | -11
COC(=O)c1ccc(C(c2c(C)n(C)n(-c3ccccc3)c2=O)c2c(C)n(C)n(-c3ccccc3)c2=O)cc1 | -1% | 2% | -0.5 | -2% | 9 | -20% | 0.5 | 0% | -4
CCCCN1CC(COC)Oc2cccc(F)c2S1(=O)=O (configuration not stated) | 11% | 2% | / | 2% | / | -17% | / | -6% | /
COc1ccc(C(CNC(=O)c2cccc(S(=O)(=O)Nc3ccc(Br)cc3)c2)N(C)C)cc1 (configuration not stated) | 15% | 11% | / | -2% | / | -19% | / | 5% | /
CCN(Cc1ccccc1)C(=O)Cn1cc(S(=O)(=O)NC)c(S(=O)(=O)NC)c1 | 12% | -7% | 0.5 | -5% | 14 | -6% | 12 | 0% | -12
O=C(Nc1cccc(NC(=O)C2C3CC4OC(=O)C2C4C3)c1)c1ccccc1 (configuration not stated) | 29%[57.1 µM] | -10% | -2.4 | 8%[57.1 µM] | 2 | -28% | -1.7 | 14% | -8
COc1ccc(OCCCON2C(=O)c3ccccc3C2=O)cc1 | 11% | ? | -0.4 | -7% | 0 | -2% | / | -2% | /
Cc1ccc(SC(=O)c2c(C)noc2-c2cc(C)on2)cc1 | 40µM* | -4% | 0.1 | -6% | -12 | -14% | -0.5 | 5% | 8
Cc1cc(C(=O)CSc2nc3ccccc3n2C)c(C)n1C | -11% | -3% | -0.2 | -4% | 3 | -2% | -0.3 | 5% | 7
Cc1nn(-c2ccccc2)nc1CNC(=O)C(C)Cc1ccccc1 (configuration not stated) | 26%[57.1 µM] | -1% | 0.1 | 11%[57.1 µM] | 3 | -21% | 0.1 | -2% | -8
COc1ccc(C(=O)NC2CCCCC2)cc1S(=O)(=O)N1CCCC1 | 15% | 6% | -0.2 | -4% | 0 | 9% | -0.4 | -5% | 2
N#Cc1ccc(NC(=O)COC(=O)C2=COCCO2)cc1 | 4% | 1% | 0.5 | 5% | 4 | -8% | 0.5 | 1% | -21
Cn1cccc1C(=O)OCC(=O)NCc1cccs1 | 12%[57.1 µM] | 2% | / | 7%[57.1 µM] | / | -12% | / | 8% | /
COc1ccc2[nH]cc(CCNC(=O)Nc3cc(C)cc(C)c3)c2c1 | 7% | -1% | -2.1 | -4% | -3 | -11% | -1.3 | 7% | /
COCC(O)CSc1nc(C)[nH]c1[N+](=O)[O-] (configuration not stated) | 6% | -12% | 0.8 | -5% | 6 | -13% | 0.1 | 2% | -10
Cc1ccc(C(=O)CN2/C(=C(\O)c3ccccc3)C(=O)c3ccccc3S2(=O)=O)c(C)c1 | -1% | 18% | -0.3 | -8% | 6 | -10% | -1.2 | -6% | 14
O=C(NCC(c1ccco1)N1CCN(c2ccccc2F)CC1)OCc1ccccc1 (configuration not stated) | 4% | 1% | -0.3 | -4% | 8 | -6% | -2.5 | 10% | -11
O=c1c(S(=O)(=O)c2ccccc2)cn(Cc2cccc(F)c2)c2cc(N3CCOCC3)c(F)cc12 | 2% | 33%[activator] | 0.3 | 9% | 0 | -17% | -0.2 | 6% | /
OCC1(Cc2cccc(C(F)(F)F)c2)CCN(Cc2cc3ccccc3o2)CC1 | 17%[57.1 µM] | -3% | 1.0 | -9%[57.1 µM] | -3 | -12% | 49* | 10% | 22
CCOc1ccc(S(=O)(=O)N2CCC(C(=O)NCc3cccnc3)CC2)cc1Cl | 17% | 4% | -0.3 | 2% | 3 | 2% | 0.4 | -4% | -19
Cc1ccc(O)c(NC(=O)CSc2n[nH]c(-c3ccccc3)n2)c1 | 14% | -2% | -0.2 | 8% | -1 | -23% | -0.4 | 12% | 1
CC(C)CCNC(=O)C(c1ccncc1)N(Cc1cccs1)C(=O)Cn1nnc(-c2ccc(F)cc2)n1 (configuration not stated) | ? | 18% | -0.4 | -5% | -8 | -16% | 0.8 | -4% | -15
O=[N+]([O-])c1ccc(Nc2ccccc2)c2nonc12 | -15% | 48%[activator] | 3.8 | -9% | 2 | ? | / | -4% | /
